Screening results as filed in PubChem.
Myeloid diff MLP: promotes myeloid progenitor differentiation. actives 1% (n = 360,000). calls only at 10 µM. ER-HoxA9 myeloid progenitors, lysozyme-GFP differentiation, flow cytometry;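 active means normalized GFP-positive differentiation at or above the plate's own cutoff, the solvent-only control mean plus 3 SD; inconclusive means no clear call, values can overlap the other calls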;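 further: cells exposed to compound for four days before flow analysis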
Myeloid diff MLP GFP+ MAC1+ %: further read-out of Myeloid diff MLP, marked with its call; GFP+ MAC1+ double positive, %; measured here: differentiation confirmed by MAC1 staining
Numbers without * were called inactive; i = inactive; ? = inconclusive; / = not tested or not shown. These rows are one share of the data; the hit share may differ from the screen's.

SMILES | Myeloid diff MLP | Myeloid diff MLP GFP+ MAC1+ %
COc1ccc(-c2ccc3c(c2)[C@@H]2C[C@H](N(C)C(=O)C(C)(C)C)[C@H]([C@H](C)O)C(=O)N2CC3)cc1 | i | 0.4
CCOC(=O)C1(C)CCCCCN1C(=O)c1ccccc1F (stereo not given) | i | 1.1
COC(=O)c1ccc2nc(C3CCCCC3)c(Cc3ccc(OC)cc3C)n2c1 | i | 1.0
COC(=O)[C@@]1(Cc2ccc(F)cc2)[C@H]2c3cc(C(=O)N4CCCC4)n(Cc4ccc(C)c(F)c4F)c3C[C@H]2CN1C(=O)c1ccccc1 | i | 0.7
C[C@H](CO)N1C[C@H](C)[C@@H](CN(C)C(=O)Nc2ccc(F)cc2)Oc2ncc(-c3ccc(F)cc3)cc2C1=O | i | 1.0
CCCC(=O)Nc1cc(OC)c(NC(=S)Nc2cccc(C)c2)cc1OC | i | 0.3
CC1(Cc2cccc(C(F)(F)F)c2)C(=O)Nc2ccc(-c3ccc(F)c(Cl)c3)cc21 (stereo not given) | i | 1.5
C#CCOCCOCCOCCNc1nc(N2CCN(C(=O)[C@H](CCCN=C(N)N)n3cc(C(N)[C@@H](C)CC)nn3)CC2)nc(N2CCN(C(=O)[C@H](CC(N)=O)n3cc([C@@H](N)CC(N)=O)nn3)CC2)n1 (stereo not given in full) | i | 0.7
O=C(c1cccs1)N1C[C@@H](O)[C@H](n2cc(-c3ccc(F)cc3)nn2)C[C@@H]1c1ccc(Cl)cc1 | i | 0.7
OC(c1cc(F)cc(Cl)c1)c1ncc(-c2ccc(Cl)cc2)[nH]1 (stereo not given) | i | 2.1
COc1ccc(S(=O)(=O)N2CCN(C(=O)[C@H](Cc3ccccc3)NC(=O)c3ccco3)CC2)cc1 | i | 1.0
CC(C)(O[C@@H]1O[C@H](CO)[C@@H](O)[C@H](O)[C@H]1O)[C@@H]1CC=C(C(=O)O)CC1 | i | 0.4
COc1ccc(N2CCN(c3cc(C(=O)NC4CCCCC4)ncn3)CC2)cc1OC | i | 1.4
CCOC(=O)Nc1ccc2c(c1)C(=NO)c1ccccc1-2 | i | 0.9
C[C@H](CO)N1C[C@H](C)[C@@H](CN(C)Cc2ccc(C(=O)Nc3ccccc3N)cc2)Oc2c(NC(=O)C3CCCCC3)cccc2C1=O | i | 0.3

Next section; the last 2 above are carried over.
SMILES | Myeloid diff MLP | Myeloid diff MLP GFP+ MAC1+ %
CCOC(=O)Nc1ccc2c(c1)C(=NO)c1ccccc1-2 | i | 0.9
C[C@H](CO)N1C[C@H](C)[C@@H](CN(C)Cc2ccc(C(=O)Nc3ccccc3N)cc2)Oc2c(NC(=O)C3CCCCC3)cccc2C1=O | i | 0.3
Cn1c(=O)c2[nH]c(C3CCC3)nc2n(C)c1=O | i | 1.3
O=C(c1ccccn1)N(Cc1ccco1)C1(C(=O)Nc2ccc(Br)cc2)CCCCC1 | i | 0.3
C[C@@H]1CN([C@H](C)CO)C(=O)Cc2cc(NS(=O)(=O)c3cn(C)cn3)ccc2O[C@H]1CN(C)S(=O)(=O)c1ccc(Cl)cc1 | i | 2.5
OC[C@@H]1CN(Cc2cccs2)C[C@H](n2cnc3c(Nc4ccccc4)ncnc32)O1 | i | 1.1
O=C(CCCCC(=O)OCC1COCO1)OCC1COCO1 (stereo not given) | i | 0.3
Cn1c(=O)c2cc(NC(=S)NCc3ccccc3F)ccc2n1Cc1cccc(C(F)(F)F)c1 | i | 1.8
O=C(COC(=O)c1ccc(CO)cc1)c1ccc(S(=O)(=O)N2CCCCC2)cc1 | i | 0.9
CCCCC(=O)Nc1cc(OC)c(NC(=S)Nc2ccc(OC)cc2)cc1OC | i | 0.9
CC(C)[C@H](NC(=O)c1ccccc1)C(=O)OCC(=O)Nc1sccc1C(N)=O | i | 1.0
COc1cc(C(O)c2nc(/C=C/c3ccccc3)cs2)ccc1F (stereo not given) | i | 1.0
O=C(COC(=O)Cc1ccc(Cl)cc1)NCCc1ccccc1 | i | 1.1
O=C(Nc1ccc(F)cc1)c1ccc(C(=O)N2CCCC(O)C2)cc1 (stereo not given) | i | 2.3
CSc1ccc(/C=C/C(=O)OCC(=O)NC2CCS(=O)(=O)C2)cc1 (stereo not given) | i | 0.8
Cc1cc(Cl)ccc1NC(=O)COC(=O)c1c(C)noc1C | i | 0.4
O=C(NCc1ccccn1)[C@@H]1CCCN1C(=O)[C@@H]1CCCN1 | i | 1.1

Four of the compounds above, as labelled records:
Compound: C[C@@H]1CN([C@H](C)CO)C(=O)Cc2cc(NS(=O)(=O)c3cn(C)cn3)ccc2O[C@H]1CN(C)S(=O)(=O)c1ccc(Cl)cc1
  Myeloid diff MLP: i | Myeloid diff MLP GFP+ MAC1+ %: 2.5

Compound: Cc1cc(Cl)ccc1NC(=O)COC(=O)c1c(C)noc1C
  Myeloid diff MLP: i | Myeloid diff MLP GFP+ MAC1+ %: 0.4

Compound: Cn1c(=O)c2cc(NC(=S)NCc3ccccc3F)ccc2n1Cc1cccc(C(F)(F)F)c1
  Myeloid diff MLP: i | Myeloid diff MLP GFP+ MAC1+ %: 1.8

Compound: O=C(COC(=O)Cc1ccc(Cl)cc1)NCCc1ccccc1
  Myeloid diff MLP: i | Myeloid diff MLP GFP+ MAC1+ %: 1.1

(further entries)
SMILES | Myeloid diff MLP | Myeloid diff MLP GFP+ MAC1+ %
O=C(Nc1nnc([C@H]2C[C@H](O)[C@@H](CO)O2)s1)Nc1ccccc1C(F)(F)F | i | 0.8
FC(F)(F)c1cccc(-c2cc3nc(NC4CCCCC4)ccn3n2)c1 | i | 0.4
CCOC(=O)C1CCN(C(=O)CN2C(=O)NC3(CCCCC3)C2=O)CC1 | i | 0.3
CCc1c(-c2ccc(OC)cc2)ncn1Cc1cccc(-c2ccccc2)c1 | i | 2.3
CCCCN1C(=O)C(CC(=O)NCCCN(C)C)CC(C(=O)N(CC)CC)=C1C (stereo not given) | i | 4.5
COc1ccc(-c2csc(Nc3cccc(C)n3)n2)cc1OC | i | 0.2
CC1=C(C(=O)N2CCCCCC2)CC(CC(=O)NCCCCc2ccccc2)C(=O)N1Cc1ccccc1 (stereo not given) | i | 0.9
Cc1ccc(F)c(S(=O)(=O)NC(=O)C2(C)CCN2C(=O)Cc2cccs2)c1 (stereo not given) | i | 1.3
Nc1ncnc2c1ncn2[C@@H]1O[C@H](CNC(=O)[C@@H](N)C2CCCCC2)[C@@H](O)[C@H]1O | i | 0.5
O=C(NCc1ccccc1)c1cc(C2CCCCN2C(=O)CCCc2ccccc2)on1 (stereo not given) | i | 0.8
Cc1ccsc1C(=O)N1CCC1(C)C(=O)NS(=O)(=O)c1cccc(F)c1 (stereo not given) | i | 0.6
C#CCOCCOCCOCCNc1nc(N2CCN(C(=O)Cn3cc(CCO)nn3)CC2)nc(N2CCN(C(=O)Cn3cc(CC(C)O)nn3)CC2)n1 (stereo not given) | i | 0.5
Cn1cc(Cc2ccc(C(=O)N3CCCCC3)cn2)c2ccccc21 | i | 1.0
CCOC(=O)C1=C(C)c2ccccc2OC1(C)C(=O)OCC (stereo not given) | i | 0.9
Cc1ccc(S(=O)(=O)NN=C2CC(C)(C)CC(=O)C2(C)C)cc1 | i | 0.7
CN(CC(=O)Nc1ccc(F)cc1)C(=O)c1ccc(N2C(=O)CCC2=O)cc1 | i | 0.5
O=C(CSc1nc2ccccc2c(=O)n1CCCO)NC1CC1 | i | 0.8
COc1cccc(C2C(C(=O)c3ccco3)=C(O)C(=O)N2CCCN2CCOCC2)c1OC (stereo not given) | i | 0.9
O=C(C[C@@H]1C/C=C\CC[C@H](Cc2ccc(F)cc2)C(=O)OC[C@@H]2CCCN2C1=O)NCCO | i | 2.3
Cc1cc(NC(=O)CN(C)CC(=O)Nc2ccc(Cl)cc2)no1 | i | 1.1
COc1ccc(C)cc1NS(=O)(=O)c1ccc(Cl)nc1 | i | 1.0
CCCCCc1nnc(NC(=O)c2cccc(S(=O)(=O)N3CCOCC3)c2)s1 | i | 0.2
CNc1snc(C)c1C(=O)OC(C)C(=O)Nc1cccc(OC)c1 (stereo not given) | i | 0.5
Cc1ccc(S(=O)(=O)Nc2ccc3c(c2)C(=O)N([C@H](C)CO)C[C@H](C)[C@@H](CN(C)Cc2ccc(-c4ccccc4)cc2)O3)cc1 | i | 0.6
COc1ccc(NC(=O)C2c3ccccc3OCC(=O)N2Cc2ccco2)cc1 (stereo not given) | i | 1.0
CC(=O)Nc1cnc(/C=C\CCCO)cn1 | i | 2.1
Cc1nn(C2CCS(=O)(=O)C2)c2nc(C3CC3)cc(C(=O)Nc3cccc(C#N)c3)c12 (stereo not given) | i | 0.6
COc1ccc(-c2ccc3c(c2)C2CC3CCN2CCC#N)cc1 (stereo not given) | i | 1.9
Cc1ccnc(SCC(=O)Nc2cccc(S(=O)(=O)N3CCOCC3)c2)n1 | i | 0.6
CCOc1cc(N2CCOCC2)c(OCC)cc1NC(=O)C(C)Oc1ccccc1 (stereo not given) | i | 0.4
COc1ccc(CNC(=O)C[C@H]2C[C@H](C(=O)N3CCCCC3)[C@@]3(C)c4[nH]c5cc(-c6ccco6)ccc5c4CCN3C2=O)cc1OC | i | 0.8
CCCCNc1nc(Cl)nc(Nc2ccc(C)cc2)n1 | i | 0.2
Fc1ccc2nc(-c3ccccc3)ccc2c1 | i | 0.6
COc1cccc(CNc2nc3cc(-c4ccc(OC)cc4C)sc3c(=O)n2C)c1 | i | 1.0
C[C@@H]1CN([C@H](C)CO)C(=O)CCCn2nncc2CO[C@H]1CN(C)S(=O)(=O)c1ccccc1F | i | 0.4
CC1=NN(c2nc(N)nc(/C(C#N)=C/c3ccc([N+](=O)[O-])o3)n2)C(C)(C)C1 | ? | /
CCOC(=O)C(C#N)=CN1CCN(C(=O)CCCl)c2ccccc21 | i | 1.6
COc1ccc(CCN2CCC(CN3C(=S)NC[C@@H]3CC(C)C)CC2)cc1OC | i | 1.0
O=C(Nc1ccc2c(c1)CCC2)c1cc(F)cc(F)c1 | i | 0.7
Cc1ccc(-c2ccc(CN3C(C(C)C)C(=O)N(Cc4cn(Cc5ccco5)nn4)CCS3(=O)=O)cc2)cc1 (stereo not given) | i | 0.4
c1ccc(-c2cc3cc4c(cc3cn2)OCO4)cc1 | i | 0.4
CC1(C(=O)NS(=O)(=O)c2cccc(C#N)c2)CCN1C(=O)CC1CCCCC1 (stereo not given) | i | 0.3
COC(=O)c1ccc(CN2C(=O)C(Cc3ccccc3)ON=C2c2ncccc2C)o1 (stereo not given) | i | 1.6
CCCCN1C(=O)C(C(=O)OCc2ccccc2)CC2=C1CCCC2=O (stereo not given) | i | 0.5
CCCS(=O)(=O)NC(=O)C1(C)CCN(C(=O)c2ccco2)C1 (stereo not given) | i | 0.2
Cc1ccc(NC(=O)CN(C)C(=O)Cc2ccc3c(c2)CCC3)cc1 | i | 0.8
CCOc1ccc(C(=O)NCC(c2cccs2)N2CCOCC2)cc1 (stereo not given) | i | 1.5
COC(=O)[C@@]1(Sc2ccc(C)cc2)CC(=O)N(C(=O)/C=C/c2ccccc2)[C@@H]1c1ccccc1 | i | 1.3
Cc1cc(NC(=O)C(C)SCC(=O)NCc2ccc(F)cc2)no1 (stereo not given) | i | 0.5
O=C(COc1ccc(Br)cc1)N1CCN(c2ncccn2)CC1 | i | 1.3
Cc1noc(C)c1S(=O)(=O)Nc1ccc2c(c1)C(=O)N([C@H](C)CO)C[C@H](C)[C@@H](CN(C)C(=O)NC(C)C)O2 | i | 2.1
Oc1cccnc1Sc1cccc(C(F)(F)F)c1 | i | 0.4
COc1ccc(S(=O)(=O)N2CCCCC2)cc1NC(=O)CSc1ncccn1 | i | 1.3
O=C(NCC(c1ccco1)N1CCCC1)c1cccc(S(=O)(=O)Nc2ccc(F)cc2)c1 (stereo not given) | i | 0.9
Cc1oc2ccc(O)cc2c1C(=O)c1ccc(Br)cc1 | i | 0.2
Cc1cc(OCC(=O)OCC(=O)NC2CCCCCC2)ccc1Cl | i | 0.3
CC(CCN1C(N(C)C)=NC[C@@H]1C)c1ccccc1 (stereo not given in full) | i | 2.0
Cc1ccccc1-c1nc(NCC2CC2)nc2ccsc12 | i | 1.5
c1ccc(N=NC2=NN(c3ccccc3)CS2)cc1 | i | 0.9
CC(=O)C1CCC2C3CCC4=CC(=O)C=CC4(C)C3C(=O)CC12C (stereo not given) | i | 0.9
Continuation:
SMILES | Myeloid diff MLP | Myeloid diff MLP GFP+ MAC1+ %
Cc1noc(C)c1S(=O)(=O)NC(=O)C1(C)CCN1C(=O)C1(c2ccc(Cl)cc2)CCC1 (stereo not given) | i | 0.9
CC(C)C1Cc2ccccc2-c2[nH]c(=S)[nH]c(=O)c21 (stereo not given) | i | 1.0
COCCOc1ccc(C(F)(F)F)cc1NC(=O)CN1C(=O)NC2(CCCc3ccccc32)C1=O (stereo not given) | i | 1.0
NC(=O)C1CN(C(=O)c2nn(Cc3ccccc3)c(=O)c3ccccc23)c2ccccc2O1 (stereo not given) | i | 0.4
COc1ccc(NC(=O)C(c2cccc3ccccc23)n2c(=O)c(-c3ccco3)nc3ccccc32)cc1 (stereo not given) | i | 7.2
COc1ccc(CNC(=O)C(C)N2C(=O)NC(c3ccccc3)(c3ccccc3)C2=O)cc1 (stereo not given) | i | 0.4
CCCNC(=O)C1(C)CCCN(C(=O)c2ccc3sccc3c2)C1 (stereo not given) | i | 1.6
Cc1cccc(C)c1NC(=O)CNC(=O)CCNC(=O)c1ccco1 | i | 0.9
CN(C)c1cccc(C(=O)NNC(=O)C23CC4CC(CC(C4)C2)C3)c1 | i | 1.1
COc1cccc(C(C)(O)c2nc(-c3cccc(C(=O)O)c3)cs2)c1 (stereo not given) | i | 1.6

6 compounds from above, ordered by count of non-hydrogen atoms, largest number first:
SMILES | Myeloid diff MLP | Myeloid diff MLP GFP+ MAC1+ %
C[C@H](CO)N1C[C@H](C)[C@@H](CN(C)Cc2ccc(C(=O)Nc3ccccc3N)cc2)Oc2c(NC(=O)C3CCCCC3)cccc2C1=O | i | 0.3
Cc1ccnc(SCC(=O)Nc2cccc(S(=O)(=O)N3CCOCC3)c2)n1 | i | 0.6
CCOC(=O)C(C#N)=CN1CCN(C(=O)CCCl)c2ccccc21 | i | 1.6
O=C(CSc1nc2ccccc2c(=O)n1CCCO)NC1CC1 | i | 0.8
Cc1cc(Cl)ccc1NC(=O)COC(=O)c1c(C)noc1C | i | 0.4
Cc1oc2ccc(O)cc2c1C(=O)c1ccc(Br)cc1 | i | 0.2
